Screening data from PubChem.
pAkt inh = inhibitors of Akt phosphorylation | Neuro2A IGF-stimulated pAkt S473 HTRF, 20 min; active compounds read low | activity change, % for hits at 50 µM | 360,000 compounds, 0.32% hits | AID 651550; in the data active means activity change below about -80%; inconclusive means mostly about -51% to -80%; further: on the % scale 0 is the no-effect control and ±100 the full control effect
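Neuro2A cells in DMEM with 0.5% FBS, overnight at 37 deg C, given compound at single 50 µM final, then IGF (6 nM final) for 20 min at 37 deg C. Lysed; phospho-Akt Ser473 by HTRF after 24 h, 665/615 ratio.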
Nrf2 ARE act = activates Nrf2 signaling; AREc32 ARE-luciferase reporter (MCF7-derived line), luminescence, 24 h; Potency, µM (titrated, usually from 46.1 µM), for inactives: at the top dose activation, hits mostly activators; 410,000 compounds, 0.31% hits; AID 624171; further: potency means the concentration at half of the fitted maximal effect; % of control where 0% means no effect; nearly all actives have a fitted effect of over 65% in size
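Each well held 1000 AREc32 cells, which were incubated with compound for 24 hr at 37 deg C after overnight attachment, and ARE reporter activity was quantified by firefly luciferase luminescence.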
S2 tox = cell viability loss in ATXN counter-screen | S2 cells (HEK-293 line with an ATXN2-luciferase reporter) viability, CellTiter-Fluor protease fluorescence, 24 h | Potency, µM (highest dose often 56.7 µM), hits mostly cytotoxic | 400,000 compounds, 0.49% hits | AID 651635; further: potency means the concentration at half of the fitted maximal effect; nearly all actives have a fitted effect of over 40% in size
HepG2 tox = kills HepG2 cells in TGF-b inhibitor counter-screen; HepG2 CAGA-GFP viability, ATP luminescence, 18 h; 410,000 compounds, 0.76% hits; Potency, µM (top dose mostly 46.1 µM), inactives show top-dose activity change, negative = cytotoxicity, actives largely listed as cytotoxic; further: potency means the concentration at half of the fitted maximal effect; some results filed as inactive show a strong effect at the top dose
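CellTiter-Glo luminescence gave cytotoxicity after 18 hours at 37 degrees C. The cells were HepG2 CAGA-GFP in 1% FBS DMEM, stimulated with 500 pg/mL TGF-beta after compound addition. %Activity was normalised to no-cell wells (complete cell-killing) and DMSO (no toxicity), and curves were fitted and classified.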
A549 viability = A549 cytotoxicity, counter-screen for Nrf2 inhibitors; A549 ARE-Fluc cells, CellTiter-Fluor viability, 18-24 h; Potency, µM (doses to about 46 µM), for the others: top-dose activity change, negative = cytotoxicity, usual class: inhibitors; 390,000 compounds, 0.16% hits; further: potency means the concentration at half of the fitted maximal effect; on the % scale 0 is the no-effect control and ±100 the full control effect
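A549 ARE_Fluc cells in 5% FBS OPTI-MEM were exposed to compounds in concentration-response for 18-24 h at 37 deg C. Viability was read by CellTiter-Fluor fluorescence (Ex 405/Em 525) after 30 min, before the luciferase read.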
CCT modulator = modulators of cytosolic chaperonin (CCT/TRiC) activity; purified chaperonin ATPase assay, HTRF ADP detection, 30 min; activity change, % (no concentration beside the values), hits read low; AID 651819; 360,000 compounds, 0.3% hits; in the data active means activity change below about -30%; further: on the % scale 0 is the no-effect control and ±100 the full control effect
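TRiC (40 or 20 nM final, by batch activity) in 30 mM Tris pH 7.4, 100 mM KCl, 5 mM MgCl2, 1 mM DTT was treated with compound at 76 uM single dose, then 10 uM ATP, 30 min at 37 °C. ADP was read by HTRF Transcreener.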
Nrf2 inh = Nrf2 pathway inhibition. A549 ARE-Fluc reporter, luciferase luminescence, 18-24 h. Potency, µM (top dose mostly 46 µM), without a hit: at the top dose activity change, negative = inhibition, hits mostly inhibitors. 360,000 compounds, 2.1% hits; further: potency means the concentration at half of the fitted maximal effect; on the % scale 0 is the no-effect control and ±100 the full control effect; nearly all actives have a fitted effect of over 60% in size
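Reporter: ARE-Fluc in A549. Exposure: 18-24 h, 37 °C, 5% CO2, 5% FBS OPTI-MEM. Readouts: fluorescent cytotoxicity (CellTiter-Fluor), then luminescent Nrf2 signal after BugLite.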
TGFb SMAD3 inh = inhibitors of TGF-b signaling; HepG2 CAGA-GFP TGF-b/SMAD3 reporter, GFP fluorescence, 18 h; TGF-beta stimulated, 500 pg/mL final; Potency, µM (series often up to 46.1 µM), inactives show top-dose activity, negative = inhibition, most hits filed as inhibitors; 410,000 compounds, 1.2% hits; further: potency means the concentration at half of the fitted maximal effect; on the % scale 0 is the no-effect control and ±100 the full control effect; nearly all actives have a fitted effect of over 65% in size
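HEPG2 CAGA-GFP, 1000 cells/well; 2 h settle, 37 C; cpd via pin tool; TGF-b 500 pg/mL final; 18 h, 37 C; GFP imaging ex488/em500-530; %Activity normalised to -TGF-b and +DMSO controls; CRC fit, curve class.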
Mm-Cpn inhibitor = inhibitors of Methanococcus maripaludis chaperonin (MmCpn) | 330,000 compounds, 0.031% hits | Potency, µM (series often up to 76.9 µM), inactives show at the top dose activity, negative = inhibition, most hits filed as inhibitors | AID 504842 | purified Mm-Cpn ATPase, ADP Transcreener TR-FRET; further: potency means the concentration at half of the fitted maximal effect; on the % scale 0 is the no-effect control and ±100 the full control effect; nearly all actives have a fitted effect of over 80% in size
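Quantitative HTS used 25 nM Mm-CPN and 10 uM ATP in magnesium/KCl Tris buffer, pH 7.4, with 1 mM DTT. Hydrolysis ran 30 min at 37°C; ADP was read by HTRF.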
* hit, by the source's call; i = inactive; ? = inconclusive; · = no result given; & = joins results of further samples; ! = repeats disagree; [ ] = another dose, or the depositor's remark. Unless noted, the call rests on the fitted dose curve; in most records, active means well fitted curve in the direction sought with a large enough effect; inconclusive means small, poorly fitted or top-dose-only effect, or another doubt; inactive means no such curve, though single readings can be large; an effect the other way counts as inactive or inconclusive. Not all compounds are listed; rates above refer to the full screens.

SMILES | pAkt inh | Nrf2 ARE act | S2 tox | HepG2 tox | A549 viability | CCT modulator | Nrf2 inh | TGFb SMAD3 inh | Mm-Cpn inhibitor
N#CCCn1cc(C(=O)Nc2ccccc2Br)c(-c2ccc([N+](=O)[O-])cc2)n1 | i | 1.0% | i | 6% | 1% | -0.9 | -13% | 4% | 1%
COc1ccccc1N1CCN(Cc2c[nH]c3ccccc23)CC1 | i | 4.0% | i | -14% | -8% | 2.0 | -14% | 5% | ?
Cc1ccc(Cn2cccc(C(=O)Nc3ccc(C)c(Cl)c3)c2=O)cc1 | · | -0.9% | i | -8% | -1% | · | · | -21% | ·
COc1ccccc1-n1c(-c2ccccc2Br)nc2ccccc2c1=O | i | -0.6% | i | -18% | -4% | 0.5 | -13% | -6% | -1%
COc1ccc(Cl)cc1N=Cc1c(O)n(C)c(=O)n(C)c1=O | i | 3.8% | i | -4% | 10% | -3.1 | 5% | 0% | -2%
NC1=NC(=O)N2CC12 (configuration not stated) | i | -0.1% | i | -5% | -2% | 0.1 | 9% | -6% | ·
COc1ccc(CN2Cc3cnnn3-c3ccccc3C2C#N)cc1 (configuration not stated) | i | -3.2% | · | 11µM* | 0% | 1.0 | 7% | ? | ·
C/C=C1/C[N+]2(C)CCC34C(=C(C=O)[C@H]1C[C@@H]32)Nc1ccccc14 (some centres not stated) | i | 0.0% | i | 1% | -10% | -3.1 | -1% | 8% | -1%
COc1ccc(C(C)=O)cc1CC1(C)C(=O)Nc2ccc(-c3ccccc3OC)cc21 (configuration not stated) | i | 1.0% | ? | -25% | · | -0.2 | · | -14% | ·
O=C(N/N=C/c1ccccc1OC(=O)N1CCOCC1)c1cccs1 | i | 7.1% | i | -20% | 1% | -1.6 | ? | -21% | 3%
COC(=O)Nc1ccc(N=C(N)N[N+](=O)[O-])cc1 | i | 0.3% | i | 0% | -7% | 0.5 | 8% | -6% | 1%
CC(NCc1ccccc1C(F)(F)F)C(O)c1ccccc1 (configuration not stated) | i | -0.8% | i | -95% | -4% | 0.7 | 13% | 0% | 0%
CCN(CC)c1ccc(/C=N/c2sc3c(c2C#N)C2CCN3CC2)c(O)c1 | i | 2.3% | ? | 2% | -8% | 0.8 | 11% | 122%[activator] | -2%
Ic1ccccc1CN[C@@H]1C2CCN(CC2)[C@@H]1C(c1ccccc1)c1ccccc1 | i | -1.2% | 22µM* | 11µM* | ? | 1.2 | -1% | ? | 3%
O=c1c2ccccc2[nH]c(=S)n1-c1ccc(Br)cc1 | i | 2.3% | i | 0% | -8% | 1.7 | -3% | 1% | -23%
O=C1NC(=O)C(C2CCCCCC2)C(=O)N1 | i | 5.0% | i | -2% | 3% | -1.1 | -13% | 20% | ·
O=Cc1cn(Cc2cccc([N+](=O)[O-])c2)c2ccccc12 | i | 5.4% | ? | -46% | 1% | 1.0 | -14% | 0.71µM* | 3%
CCOC(=O)[C@]12Cc3c(cc(OC)c(OC)c3OC)[C@H]1N(Cc1ccccc1)C(=O)c1ccccc12 | i | 4.3% | i | -3%&-2% | -3% | 1.1 | ? | 3%&-5% | ·
CC(C)OC1CCCC(O)C1CC(=O)O (configuration not stated) | i | -0.2% | i | 3% | 26% | 1.3 | ? | -11% | 0%
N=c1sccn1Cc1ccc(Cl)cc1Cl | i | -0.8% | i | -32% | -10% | -2.2 | -3% | 0% | 0%
Oc1ccc2c3c1O[C@H]1[C@@H](O)CC[C@@]4(O)[C@@H](C2)N(CC2CCC2)CC[C@]314 | i | 0.2%&-0.8% | i | -1%&6% | -4%&-5% | -0.5&2.5 | 5%&0% | 21%&14% | 1%&-11%
CC1CN(O)C2CCc3c(no[n+]3[O-])C12O (configuration not stated) | i | 3.5% | i | -6% | -7% | 1.5 | -12% | -38% | ·
O=C(CN1CCOCC1)c1ccc(Br)cc1 | i | 2.6% | ? | 6% | 0% | 0.0 | -4% | 12% | -4%
COc1ccc(-c2cc(C(=O)N3CCC4(CC3)OCCO4)c3ccccc3n2)cc1 | i | 0.8% | i | 16% | 0% | 0.0 | 32% | 7% | -7%
CSc1ccc(CN2CCN(C(=O)COc3ccc(C)cc3)CC2)cc1 | i | 2.6%&0.0% | i | -8%&-26% | 0%&-7% | 3.1 | 21µM*! | -13% | -5%
CN1C(=O)N(C)C(=O)C(NS(=O)(=O)c2ccc(N)cc2)(c2ccccc2)C1=O | i | -0.5% | i | 7% | 3% | -3.0 | 4% | -4% | ·
Cc1ccc(OC(=O)N(C)C[C@@H]2OCc3cnnn3CCCC(=O)N([C@H](C)CO)C[C@@H]2C)cc1 | i | 0.4% | i | 4% | · | -0.5 | · | 10% | ·
COc1ccc(NC2=NCCCS2)cc1OC | i | -0.1% | i | -11% | 0% | -0.1 | ? | 2% | -20%
COc1cccc(C2C([N+](=O)[O-])=C(N)Oc3c2c(=O)oc2ccccc32)c1 (configuration not stated) | i | 4.0% | i | -13% | 1% | 1.5 | 18% | -2% | -2%
COC(=O)C1=C(N)OC(C)=C(C(C)=O)C12C(=O)N(C)c1ccccc12 (configuration not stated) | i | 2.9% | i | 6% | 0% | -0.4 | 21% | 3% | 1%

The last two compounds of the part before lead into the next:
SMILES | pAkt inh | Nrf2 ARE act | S2 tox | HepG2 tox | A549 viability | CCT modulator | Nrf2 inh | TGFb SMAD3 inh | Mm-Cpn inhibitor
COc1cccc(C2C([N+](=O)[O-])=C(N)Oc3c2c(=O)oc2ccccc32)c1 (configuration not stated) | i | 4.0% | i | -13% | 1% | 1.5 | 18% | -2% | -2%
COC(=O)C1=C(N)OC(C)=C(C(C)=O)C12C(=O)N(C)c1ccccc12 (configuration not stated) | i | 2.9% | i | 6% | 0% | -0.4 | 21% | 3% | 1%
COc1ccc2c(c1)c(=O)c(C(=O)c1ccc(Cl)cc1)cn2CC(=O)Nc1ccc2c(c1)OCCO2 | · | -1.2% | ? | 1% | -1% | · | 1% | 3% | ·
C[C@H]1[C@@H](c2ccccc2)O[C@@H](c2ccccc2Br)N1C | i | -0.8% | i | -16% | 0% | 0.2 | 5% | -20% | 2%
COc1ccccc1N1CCN(Cc2cccc(Br)c2)CC1 | i | 0.3% | i | -4% | 2% | -4.4 | 14% | -2% | -1%
CCOc1ccc(-c2nc(CSCC(=O)NCCc3ccc(OCC)c(OCC)c3)c(C)o2)cc1 | · | -2.2% | 32µM* | -16% | -1% | · | · | -17% | ·
CCOC(=O)c1oc2ccc(S(=O)(=O)n3nc(-c4ccc(Cl)cc4)cc3N)cc2c1C | i | -1.6% | i | -14% | -14% | -2.0 | -19% | ? | -1%
CCOc1ccc(CC(=O)Nc2ccc3c(c2)N(C)C(=O)c2ccccc2S3)cc1OCC | · | 8.0% | ? | -18% | -19% | · | · | -30% | ·
CN1CCN(c2ccc3c(c2)S(=O)(=O)c2ccccc2C3=O)CC1 | i | 3.5% | i | -23% | 7% | -1.1 | ? | ? | ·
Cc1nn(-c2nccs2)c2c1C(=O)CC(C)(C)C2Br (configuration not stated) | i | 2.8% | i | -9% | 4% | -0.6 | ? | 11µM* | ·
COc1ccc(C(=O)O)cc1OC | i | 0.6% | i | 53% | 1% | 0.6 | -1% | 84%[activator] | ·
Cc1ccc(S(=O)(=O)N2Cc3cc(-c4cccc(F)c4)ccc3-n3nncc3C2)cc1 | i | 0.4% | i | 4% | · | 1.5 | · | -9% | ·
O=P(O)(O)Cc1c(Cl)cccc1Cl | i | 0.6% | i | -11% | 3% | -1.3 | -1% | 16% | 1%
COc1ccc(C(=O)C2CCCN(Cc3ccc(C)s3)C2)cc1OC (configuration not stated) | i | 0.1% | · | -23% | 1% | -1.8 | 3% | -10% | 2%
O=C1NC(=O)N(CCC2=CCCCC2)C(=O)/C1=C/c1cccs1 | i | -0.5% | i | 10% | 2% | 1.4 | 6% | -11% | -6%
COC(=O)C1=C(c2cccc(OC)c2OC)C[C@@H]2CC[C@H]1N2C(=O)NCCNC(C)=O | i | 0.4% | i | 7% | 0% | -1.1 | 15% | -1% | ·
COc1cc(C(=O)N2C[C@H]3C[C@@H](C2)c2cccc(=O)n2C3)cc(OC)c1OC | i | 1.8% | i | -12% | -11% | -1.6 | 4% | 0% | -3%
Cc1cc(Cl)ccc1OCC(=O)O | i | 0.4% | i | -1% | -1% | -0.2 | -10% | 7% | -2%
CSc1ccc(CN2CCN(Cc3ccccc3Cl)CC2)cc1 | i | -0.2% | i | 0% | 0% | -1.4 | ? | -6% | 0%
O=P(c1ccccc1)(c1nc2ccccc2s1)N1CCOCC1 (configuration not stated) | i | -0.2% | i | -4% | 18% | 0.0 | 9% | 17% | -3%
Cc1cccc(C(=O)Nc2ccc(Cl)cc2C(=O)c2ccccc2)c1 | i | 0.2% | i | 0% | 4% | -1.5 | · | 4% | 2%
O=C1NCN(c2ccccc2)C12CCN(C(c1nnnn1C1CCCCC1)C1CC1)CC2 (configuration not stated) | i | 0.0% | ? | -10% | · | 0.2 | · | ? | ·
c1ccc2c(CNC3CCCCC3)c[nH]c2c1 | i | ? | i | -99% | -3% | 0.0 | · | ? | 1%
S=C(NC1CCCCC1)N1CCC(c2cnc[nH]2)CC1 | i | -0.4% | i | -4% | 10% | -1.3 | 5% | 4% | ·
O=c1[nH]c(=S)[nH]c(O)c1N=Nc1ccc(OC(F)F)cc1 | i | ? | i | -6% | -8% | -4.1 | 11% | 6% | -4%
O=C(Oc1c(Br)cc(Br)c2cccnc12)N1CCCCC1 | i | 2.9% | ? | -19% | ? | -1.7 | 3% | -15% | -22%
